# Assay outcomes from PubChem.
# Rab9 prom act – qHTS Assay for Rab9 Promoter Activators. Huh7 Rab9 promoter-luciferase reporter, luminescence, 24 h. Potency, µM (series often up to 9.22 µM), for the others: top-dose activation, negative = inhibition, actives largely listed as activators. 320,000 tested, 2.8% active. AID 485297, 2010; note: potency is the fitted concentration of half-maximal effect; % of control where 0% means no effect; nearly all actives have a fitted effect of over 60% in size
#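 Measured in stably transfected Huh7 cells bearing a Rab9 promoter–luciferase construct: 24 h compound treatment at 37 °C, followed by luminescence detection.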
# RORg inh – qHTS for inhibitors of ROR gamma transcriptional activity; Nuclear receptor ROR-gamma (Mus musculus), P51450; Drosophila S2 Gal4-RORgamma UAS-luciferase reporter, 20 h; Potency, µM (highest dose often 53.6 µM), for the others: at the top dose activity change, negative = inhibition, actives largely listed as inhibitors; 310,000 tested, 5.4% active; AID 2551, 2010; note: potency is the fitted concentration of half-maximal effect; % is set by controls: 0 for no effect and ±100 for the full control effect; nearly all actives have a fitted effect of over 60% in size
# Target sequence (P51450 whole entry, looked up, the tested form may be a part): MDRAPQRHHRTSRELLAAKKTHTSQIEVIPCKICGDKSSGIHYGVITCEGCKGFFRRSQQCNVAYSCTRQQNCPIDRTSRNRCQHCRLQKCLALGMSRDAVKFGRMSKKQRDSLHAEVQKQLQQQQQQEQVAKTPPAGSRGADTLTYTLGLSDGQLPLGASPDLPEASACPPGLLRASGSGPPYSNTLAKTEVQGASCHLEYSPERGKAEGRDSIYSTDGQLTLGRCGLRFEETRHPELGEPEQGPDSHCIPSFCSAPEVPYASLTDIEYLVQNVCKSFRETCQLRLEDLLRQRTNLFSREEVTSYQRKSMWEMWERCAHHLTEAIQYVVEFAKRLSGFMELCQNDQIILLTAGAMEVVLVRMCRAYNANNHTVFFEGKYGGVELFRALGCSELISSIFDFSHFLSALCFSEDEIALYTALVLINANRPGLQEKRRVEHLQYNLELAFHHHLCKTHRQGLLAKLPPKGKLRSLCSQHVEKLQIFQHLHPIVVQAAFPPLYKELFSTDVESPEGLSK
#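 In this cell-based reporter format, copper sulfate (700 uM final) drives Gal4–ROR gamma fusion expression from a metallothionein promoter in Drosophila Schneider cells; compounds preincubated 1 hr, reporter read after 20 hr at ambient temperature.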
# KCNH2 3.1 inh – qHTS for Inhibitors of KCHN2 3.1: Mutant qHTS; Potassium voltage-gated channel subfamily H member 2, brain isoform KCNH2 3.1 (human); U2OS KCNH2 3.1, thallium flux FluxOr; stronger effect = lower value; activity change, % (tested at about 1.8 µM); 340,000 tested, 0.95% active;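 active = maximum activity change below -70%; inconclusive = maximum activity change from -70% to -50%; inactive = maximum activity change above -50%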;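 note: thallium influx rate constant from kinetic fluorescence after stimulation buffer; % is set by controls: 0 for no effect and ±100 for the full control effect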
#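 Thallium flux read-out: FluxOr dye with Red40 quencher in HBSS/HEPES, 45 min at RT. Rate constants from kinetic reads were normalized to positive and negative DMSO controls. Cells: U2OS virally expressing the 3.1 isoform.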
# FLuc modulator – qHTS profiling assay for firefly luciferase inhibitor/activator using purifed enzyme and Km concentrations of substrates (counterscreen for miR-21 project); 360,000 tested, 6.9% active; Luciferin 4-monooxygenase (Photinus pyralis), P08659; purified FLuc, Km substrates, luminescence inhibition; Potency, µM (series often up to 57.5 µM), for inactives: at the top dose activity change, negative = inhibition, actives largely listed as inhibitors;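 note: potency is the fitted concentration of half-maximal effect; plate controls were vehicle for no effect and reference inhibitor for full effect; nearly all actives have a fitted effect of over 55% in size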
# Target sequence (P08659 whole entry, looked up): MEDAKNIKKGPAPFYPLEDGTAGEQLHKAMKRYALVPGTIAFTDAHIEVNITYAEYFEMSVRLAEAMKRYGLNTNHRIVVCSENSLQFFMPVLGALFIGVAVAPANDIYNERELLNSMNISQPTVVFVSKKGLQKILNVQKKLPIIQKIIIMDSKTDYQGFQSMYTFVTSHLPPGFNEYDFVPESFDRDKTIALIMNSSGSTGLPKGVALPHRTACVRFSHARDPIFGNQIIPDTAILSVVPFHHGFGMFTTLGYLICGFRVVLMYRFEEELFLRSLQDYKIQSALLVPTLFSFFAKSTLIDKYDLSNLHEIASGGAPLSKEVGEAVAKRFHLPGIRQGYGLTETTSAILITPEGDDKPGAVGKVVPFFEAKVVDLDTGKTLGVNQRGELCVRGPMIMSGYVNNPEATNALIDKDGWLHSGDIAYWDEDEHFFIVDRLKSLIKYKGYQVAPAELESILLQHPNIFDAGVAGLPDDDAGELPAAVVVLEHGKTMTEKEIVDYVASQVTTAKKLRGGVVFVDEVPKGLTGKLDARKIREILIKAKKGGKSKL
#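 Purified P. pyralis luciferase, 10 nM final, with Km-level 10 uM D-luciferin and 10 uM ATP in 50 mM Tris acetate pH 7.5, 10 mM Mg acetate, 0.01% Tween-20, 0.05% BSA; 6-point qHTS titration about 60 µM downward; luminescence read.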
# Tb PFK block – qHTS Assay to Find Inhibitors of T. brucei phosphofructokinase; ATP-dependent 6-phosphofructokinase (Trypanosoma brucei brucei), O15648; T. brucei PFK, ADP-Glo luminescence; Potency, µM (series often up to 57.5 µM), without a hit: at the highest dose activity, negative = inhibition, most hits filed as inhibitors; 330,000 tested, 0.17% active; AID 485367, 2010;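 note: potency is the fitted concentration of half-maximal effect; 0% = uninhibited 1x PFK enzyme wells and -100% = no-enzyme wells; nearly all actives have a fitted effect of over 60% in size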
#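 Activity is normalized to no-enzyme wells (full inhibition) and 1.25 nM enzyme wells (no inhibition). Reaction: 0.5 mM F6P, 0.1 mM ATP, 45 min RT, ADP-Glo luminescence; concentration-response curves fitted and classed by quality.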
# VP16 counter – VP16 counterscreen qHTS for inhibitors of ROR gamma transcriptional activity | Drosophila S2 Gal4-VP16 UAS-luciferase, luminescence, 20 h | Potency, µM (highest dose often 53.6 µM), without a hit: top-dose activity, negative = inhibition, most hits filed as inhibitors | 310,000 tested, 3.5% active | AID 2546, 2010;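 note: Gal4-VP16 expression switched on by copper sulfate through the metallothionein promoter; potency is the fitted concentration of half-maximal effect; % is set by controls: 0 for no effect and ±100 for the full control effect; nearly all actives have a fitted effect of over 50% in size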
# Coupling enz – qHTS Assay for Inhibitors of Fructose-1,6-bisphosphate Aldolase from Giardia Lamblia: Coupling assay counterscreen. coupling enzyme system counterscreen, AmpLite Red fluorescence. AID 2472, 2010. 290,000 tested, 0.67% active. activity change, negative = inhibition, % at 58.2 µM, hits read low; in the data active = activity change below about -30%; note: % is set by controls: 0 for no effect and ±100 for the full control effect
#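 Coupling enzymes only (glyceraldehyde-3-phosphate) + compound, at 57.5 uM final, 10 min RT; add substrate/coupling/AmpLite Red mix, 20 min RT; fluorescence ex 525/em 598 nm. Actives flag coupling-system interference.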
# NPC1 prom act – qHTS Assay for NPC1 Promoter Activators; Huh7 NPC1 promoter luciferase reporter, 24 h; Potency, µM (highest dose often 9.22 µM), for the others: top-dose activation, usual class: activators; 320,000 tested, 2.4% active; AID 485313, 2010;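 note: potency is the fitted concentration of half-maximal effect; % of control where 0% means no effect; nearly all actives have a fitted effect of over 60% in size; reporter is driven by a mutant NPC1 promoter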
#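 Quantitative HTS used a cell-based reporter: Huh7 cells stably bearing the NPC1 promoter upstream of luciferase were treated with compounds for 24 h, and promoter activation was read as luminescence.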
# ELG1 genotox – qHTS screen for small molecules that induce genotoxicity in human embryonic kidney (HEK293T) cells expressing luciferase-tagged ELG1. HEK293T ELG1-luciferase reporter, luminescence, 16 h. 330,000 tested, 1.3% active. AID 504466, 2011. Potency, µM (doses to about 46 µM), inactives show top-dose activity change, positive = activation, most hits filed as activators; note: potency is the fitted concentration of half-maximal effect; % of control where 0% means no effect; nearly all actives have a fitted effect of over 60% in size
#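 Genotoxicity was scored as increased ELG1-luciferase reporter signal, measured by ONE-Glo luminescence (30 min, room temperature). Compound or vehicle exposure of the HEK293T reporter cells lasted 16 hr at 37°C.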
# Giardia kill – Small Molecules that selectively kill Giardia lamblia: qHTS | 340,000 tested, 0.15% active | activity change, % at 7.66 µM, hits read low | Giardia lamblia trophozoite viability; in the data active = activity change below about -80%; inconclusive = between about -30% and that limit;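 note: parasites exposed to compound for two days anaerobically before the ATP read; % is set by controls: 0 for no effect and ±100 for the full control effect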
#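 Luminescent ATP signal served as the viability read-out, measured 15-30 min after adding ATP detection reagent to trophozoites that had been incubated with compounds for 48 hrs at 37 deg C anaerobically at 100 cells/well.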
# uPA surface inh – qHTS for Inhibitors of Cell Surface uPA Generation. Potency, µM (titrated, usually from 38.3 µM), for inactives: at the top dose activity change, negative = inhibition, usual class: inhibitors. cell surface uPA generation assay, qHTS. 330,000 tested, 0.31% active; active = well fitted inhibition curve with a large enough effect; inconclusive = small, poorly fitted or top-dose-only effect; inactive = no such curve, though single readings can be large or run the other way; tested in mouse RAW 264.7 cells; note: potency is the fitted concentration of half-maximal effect; % is set by controls: 0 for no effect and ±100 for the full control effect; nearly all actives have a fitted effect of over 55% in size
# An asterisk follows results filed as active; ? = inconclusive; / = no result given; & = joins results of further samples; [ ] = remark or other dose. Unless noted, calls come from the whole dose curve; as a rule, active = well fitted curve in the direction sought with a large enough effect; inconclusive = small, poorly fitted or top-dose-only effect, or another doubt; inactive = no such curve, though single readings can be large; an effect the other way counts as inactive or inconclusive. Rows were taken by chance; any-hit rate near 14%.
# The opening two entries, to show the layout:
No.	Structure	Rab9 prom act	RORg inh	KCNH2 3.1 inh	FLuc modulator	Tb PFK block	VP16 counter
1	O=C(Nc1ccccc1)c1c2c(nc3ccccc13)CCCC2	-3%	2%	-2	0%	-4%	-1%
2	CCCNC(=O)C1CCC(CNS(=O)(=O)c2ccc3c(c2)N(C(C)=O)CCO3)CC1 (centres undefined)	1%	5%	12	1%	4%	0%

No.	Coupling enz	NPC1 prom act	ELG1 genotox	Giardia kill	uPA surface inh
1	1	-3%	1%	-28	-3%
2	4	-4%	-2%[9.26 µM]	-4	3%

# The listing (from the top)
No.	Structure	Rab9 prom act	RORg inh	KCNH2 3.1 inh	FLuc modulator	Tb PFK block	VP16 counter
1	O=C(Nc1ccccc1)c1c2c(nc3ccccc13)CCCC2	-3%	2%	-2	0%	-4%	-1%
2	CCCNC(=O)C1CCC(CNS(=O)(=O)c2ccc3c(c2)N(C(C)=O)CCO3)CC1 (centres undefined)	1%	5%	12	1%	4%	0%
3	COc1ccc2c(CC(=O)N3CCc4cc(OC)c(OC)cc4C3)coc2c1	-6%	41%	11	-1%	3%	11%
4	Cn1cnnc1SC(C(=O)Nc1cc(Cl)cc(Cl)c1)c1ccccc1 (centres undefined)	-2%	10%	7	5%	-4%	3%
5	O=C(Cn1cc(C(=O)C2CC2)c2ccccc21)NCc1ccccc1	28%	-22%	1	?	0%	?
6	Cc1ccc(NC(=O)c2cc(=O)[nH]c3ccccc23)cc1	0%[1.84 µM]	-14%	-3	-1%	1%	-5%
7	CC1=N/C(=C\c2ccc(OC(C)C)cc2)C(=O)N1c1ccc(C(=O)O)cc1	-4%	14%	-15	12µM*	-3%	1%
8	COc1ccc(C(=O)NC(=S)NC(C)C)cc1Br	5%	1.8µM*	3	?	3%	11µM*
9	CC(CN1CCCCC1)OC(=O)c1ccc2c(c1)OCCO2 (centres undefined)	22%	-38%	-3	?	-1%	-16%
10	N#Cc1ccc2c(c1)C[C@]1(CCCCN3C(=O)c4ccccc4C3=O)Oc3c(c(=O)oc4ccccc34)C2O1	0%[1.84 µM]	-21%[10 µM]	/	2%[11.5 µM]	-2%[11.5 µM]	0%[10 µM]
11	CCc1nn(-c2cc(Cl)ccc2OC)c2c1C(=O)CCC2	-1%	0%	8	0%	-9%	1%
12	CC/C(C)=N\N=C\c1c(O)n(CC)c2cc(C3=NNC(=O)CC3)ccc12	-5%	19%	4	?	-4%	-5%

No.	Coupling enz	NPC1 prom act	ELG1 genotox	Giardia kill	uPA surface inh
1	1	-3%	1%	-28	-3%
2	4	-4%	-2%[9.26 µM]	-4	3%
3	0	-6%	0%	16	1%
4	3	-2%	1%	-14	3%
5	-1	24%	13%	-11	2%
6	-3	1%	2%	12	-2%
7	-4	0%	6%	-24	6%
8	1	0%	2%	-11	2%
9	5	23%	?	-2	1%
10	1	-7%[1.84 µM]	/	/	/
11	3	-9%	-1%	-3	-7%
12	-9	-1%	-2%	-8	1%

# Other entries follow.
No.	Structure	Rab9 prom act	RORg inh	KCNH2 3.1 inh	FLuc modulator	Tb PFK block	VP16 counter
13	CN(C)CCNC(=S)Nc1ccc(Cl)cc1	-5%	2%	-4	0%	-8%	-3%[0.365 µM]
14	C=CCOc1ccc(C(=O)n2cc(C(=O)OC)c3ccccc32)cc1	9%	36%	7	0%	-3%	-6%
15	O=C(O)CN(c1ccc2c(c1)OCCO2)S(=O)(=O)c1ccccc1	1%	?	2	-2%	9%	0%[0.365 µM]
16	O=C(NCCCN1CCCC1=O)c1cc2nc(-c3ccco3)cc(C(F)(F)F)n2n1	-3%	-6%	3	-1%	-1%	-4%
17	Cc1ccc(SCC(=O)OCC(=O)NCC2CCCCC2)cc1C	1%	/	-2	1%	-9%	/
18	COc1ccc([N+](=O)[O-])cc1NC(=O)COC(=O)c1ccccc1O	10%	2%	10	1%	-1%	8%
19	COc1ccccc1Nc1nnc(C)c(=O)[nH]1	-2%	-4%	-5	4%	0%	1%
20	Cc1ccc2nc(-c3ccccc3Cl)cc(C(=O)Nc3cc(C)on3)c2c1	-3%	-94%	-1	2%	2%	?
21	O=C(NCc1ccco1)C1CC2CCC1C2 (centres undefined)	0%	-1%	1	2%	-1%	-5%
22	c1cc(-c2noc(CCC3CCCC3)n2)ccn1	11%	?	-3	?	-8%	21%
23	O=C(CCSCCc1ccccn1)Nc1cc(F)ccc1F	3%	19%	12	1%&0%	3%	-4%
24	CCOC(=O)N1CCN(S(=O)(=O)c2ccc(C)c(C)c2)CC1	-2%	-16%	-7	1%	-10%	1%

No.	Coupling enz	NPC1 prom act	ELG1 genotox	Giardia kill	uPA surface inh
13	4	-4%	3%	-18	4%
14	0	-1%	9%	-8	-1%
15	1	2%	3%	-11	0%
16	1	0%	-2%	20	-3%
17	/	0%	0%	17	6%
18	2	1%	-3%	-6	7%
19	3	0%	2%	2	3%
20	-9	-3%	-8%	-12	4%
21	0	-1%	1%	38[activator]	-3%
22	8	12%	?	-12	-1%
23	0	1%	0%	-23	3%
24	7	-6%	3%	6	/

# The listing continues:
No.	Structure	Rab9 prom act	RORg inh	KCNH2 3.1 inh	FLuc modulator	Tb PFK block	VP16 counter
25	CC12CCC(C(=O)N3CCCCC3)([C@H](Br)C1=O)C2(C)C (some centres undefined)	-9%	11%	0	4%	-2%	0%
26	CNc1nc(Nc2ccc(C(C)=O)cc2)nc(OC(C(F)(F)F)C(F)(F)F)n1	4%	-7%	-16	0%	-1%	-15%
27	COCCOC(=O)c1c(C)oc2ccc(OC(=O)c3c(OC)cccc3OC)cc12	0%	?	-13	-1%	-1%	1%
28	Cc1[nH]c(=O)c(C#N)c(C)c1CCC(=O)N(C)CC(=O)Nc1ccc(Cl)c(Cl)c1	-4%	-2%	29	0%	-10%	4%
29	Cc1ccc(SCC(=O)N=C2NC(=O)CS2)cc1	3%	-15%	-2	15µM*	3%	-6%
30	COc1ccc(S(=O)(=O)N2CCC(C(=O)N[C@@H](C)C(=O)NC3CC3)CC2)cc1	-2%	-7%	2	2%	-4%	3%
31	CC1CN(C(=O)CSc2nnc3c(Cl)cc(Cl)cn23)CC(C)O1 (centres undefined)	4%	-11%	8	2%	0%	-6%
32	CCOc1ccc(Nc2c3ccccc3nc3ccccc23)cc1	-25%	18%	-14	-8%	-2%	?
33	COc1ccc(C(=O)NC(CC(C)C)C(=O)O)cc1OC (centres undefined)	-1%	1%	1	0%	2%	-3%
34	COc1ccc(C(=O)C(C)OC(=O)c2cccc(S(=O)(=O)Nc3cc(Cl)c(OC)cc3OC)c2)cc1 (centres undefined)	-16%	?	-9	-2%	0%	-17%
35	O=C(COC(=O)CSc1ccc2ccccc2c1)NCc1ccc2c(c1)OCO2	-4%	1%	-5	-11%	3%	-11%
36	CCC(C)N(NC(C)=O)c1nc(Cl)nc(NC(C)C)n1 (centres undefined)	-3%	11µM*	/	1%	6%	?
37	O=C(O)CNC(=O)CCn1nnc2ccccc2c1=O	-3%	1%	-5	9%	-1%	-1%
38	CCOC(=O)C1=C(CC)Nc2ccccc2N=C1NC(=O)c1cc(C)on1	3%	/	-23	6%	-4%	/
39	N#Cc1ccccc1S(=O)(=O)N1CCN(CC(O)CN2CCOCC2)CC1 (centres undefined)	1%	/	2	5%	-14%	/

No.	Coupling enz	NPC1 prom act	ELG1 genotox	Giardia kill	uPA surface inh
25	7	-3%	-2%	-23	-2%
26	-4	0%	-5%	-8	-4%
27	1	-3%	-6%	-1	-3%
28	2	-3%	-1%	0	-2%
29	6	-15%	1%	8	-14%
30	1	-5%	4%	11	-1%
31	4	-1%	-1%	0	0%
32	-2	-23%	-7%	0	-17%
33	-4	-2%	-7%	3	-2%
34	0	-7%	2%	-18	-4%
35	-5	-2%	0%	18	0%
36	-5	2%	1%	-13	9%
37	1	1%	1%	-3	-1%
38	/	-6%	-4%	5	1%
39	/	-5%	1%	-1	6%
